PrPC surface inh – inhibitors of human cell surface prion protein PrPC, primary screen, cell-based, TR-FRET; inhibition, % at 13.8 µM; AID 720596, 2013; Major prion protein (Homo sapiens), P04156; 0.43% of 370,000 active; TR-FRET read-out; in the data active = inhibition above about 24%; note: 0% = median of the test wells and 100% = reference compound wells
Mtb BioA inh – M. tuberculosis BioA enzyme inhibitors, primary screen, biochemical, plate reader, single point, HTS; 7,8-diaminopelargonic acid synthase BioA (Mycobacterium tuberculosis); purified M. tuberculosis BioA enzyme; inhibition, % at 9.99 µM; 0.096% of 360,000 active; in the data active = inhibition above about 40%
* hit, by the source's call; & = joins results of further samples. This is a subset; rates above refer to the full screens.

SMILES	PrPC surface inh	Mtb BioA inh
COC(=O)C[C@H]1CC[C@@H]2[C@H](COC[C@H](O)CN2S(=O)(=O)c2ccccc2OC)O1	-3	-0.6
C[C@@H]1CN([C@@H](C)CO)C(=O)c2cccc(NC(=O)Nc3cccc4ccccc34)c2O[C@H]1CN(C)S(=O)(=O)c1ccc(Cl)cc1	5	1.5
O=C(C[C@H]1CC[C@@H]2[C@H](COC[C@H](O)CN2C(=O)c2cnccn2)O1)NCc1ccc(Cl)cc1	-3	1.0
Cc1cccc(S(=O)(=O)N[C@@H]2CC[C@@H](CCNS(=O)(=O)c3ccccc3F)O[C@@H]2CO)c1	9	0.7
C[C@H](CO)N1C[C@H](C)[C@@H](CN(C)C(=O)CCC(F)(F)F)OCc2cn(nn2)CCCC1=O	1	0.2&-0.4
C[C@H](CO)N1C[C@H](C)[C@@H](CN(C)C(=O)Nc2ccnc(N3CCOCC3)c2)OCc2cn(nn2)CCCC1=O	-10	1.2
CCC(=O)N[C@@H]1CC[C@@H](CCNC(=O)Nc2ccc(F)cc2)O[C@@H]1CO	3	1.3
Cc1noc(C)c1NC(=O)Nc1ccc2c(c1)C(=O)N([C@@H](C)CO)C[C@@H](C)[C@H](CN(C)S(=O)(=O)c1ccc(F)cc1)OCCCC[C@H](C)O2	-8	3.2
CO[C@H]1CN(C)C(=O)c2ccc(NC(=O)C3CCC3)cc2OC[C@H](C)N(Cc2ccc(F)cc2)C[C@@H]1C	-2	2.9
COC(=O)C[C@H]1CC[C@H]2[C@H](COc3ccc(NC(=O)C4CCOCC4)cc3C(=O)N2C)O1	0	1.6
COC(=O)C[C@@H]1CC[C@@H]2[C@H](COc3ccc(NC(=O)c4cccc(OC)c4)cc3C(=O)N2C)O1	-6	2.0
COc1cccc(CNC(=O)C[C@H]2CC[C@H]3[C@@H](COc4ccc(NC(=O)c5cccs5)cc4C(=O)N3C)O2)c1	-7	1.8
CC(C)c1cn(CC[C@@H]2CC[C@@H](NC(=O)C3CCCCC3)[C@@H](CO)O2)nn1	-3	-1.6
Cn1cnc(S(=O)(=O)N2C[C@@H](O)COC[C@@H]3O[C@H](CC(=O)NC4CCC4)CC[C@H]32)c1	9	-1.1
CCC(=O)Nc1ccc2c(c1)OC[C@@H](C)N(Cc1cccc(F)c1)C[C@@H](C)[C@@H](OC)CN(C)C2=O	-2	4.4
C[C@H](CO)N1C[C@H](C)[C@@H](CN(C)C(=O)Nc2ccc(C(C)(C)C)cc2)OCc2cn(nn2)CCCC1=O	-3	0.0
Cc1cccc(S(=O)(=O)N2C[C@@H](O)COC[C@@H]3O[C@H](CC(=O)NCCCN4CCOCC4)CC[C@H]32)c1	-4	-0.4
O=C(NCC[C@H]1CC[C@H](NS(=O)(=O)c2ccc(F)cc2)[C@@H](CO)O1)c1ccc2c(c1)OCO2	0	-1.7
CC(C)NC(=O)N(C)C[C@@H]1OCc2cn(nn2)CCCC(=O)N([C@@H](C)CO)C[C@H]1C	1	-1.3
CO[C@@H]1CN(C)C(=O)c2cc(NC(=O)NC3CCCCC3)ccc2OC[C@@H](C)N(CCc2ccccc2)C[C@@H]1C	-4	0.7
COC(=O)C[C@H]1CC[C@H]2[C@H](COc3ccc(NC(=O)c4cccs4)cc3C(=O)N2C)O1	-3	0.9
Cc1ccccc1S(=O)(=O)N(C)C[C@@H]1OCc2cn(nn2)CCCC(=O)N([C@@H](C)CO)C[C@H]1C	-2	0.3&-0.8
CCCNC(=O)N[C@H]1CC[C@@H](CCn2cc(-c3cccc(F)c3)nn2)O[C@@H]1CO	-4	-0.9
COC(=O)C[C@@H]1CC[C@H]2[C@H](COc3ccc(NC(=O)c4ccc(OC)cc4)cc3C(=O)N2C)O1	-2	-1.3
COc1ccccc1-c1cn(CC[C@H]2CC[C@@H](NS(=O)(=O)c3ccccc3C)[C@@H](CO)O2)nn1	-2	0.9
CO[C@H]1CN(C)C(=O)c2cc(NC(=O)c3cc(C)on3)ccc2OC[C@@H](C)N(C(=O)C2CC2)C[C@H]1C	-1	-0.5
C[C@H](CO)N1C[C@H](C)[C@@H](CN(C)C(=O)Nc2ccc(N3CCN(C)CC3)cc2)OCc2cn(nn2)CCCC1=O	-7	0.1
C[C@H]1CCCCO[C@@H](CN(C)CC2CC2)[C@@H](C)CN([C@@H](C)CO)C(=O)c2cc(NS(=O)(=O)c3ccccc3)ccc2O1	-6	-0.9&-1.2
COc1ccccc1S(=O)(=O)N[C@@H]1CC[C@@H](CCn2cc(C3CC3)nn2)O[C@@H]1CO	-6	5.1
C[C@H]1CN([C@@H](C)CO)C(=O)CCCn2cc(nn2)CO[C@@H]1CN(C)C(=O)Oc1cccc2ccccc12	2	0.2
C[C@H]1CN([C@@H](C)CO)C(=O)CCCn2nncc2CO[C@@H]1CN(C)C(=O)Nc1ccccc1F	3	-1.6
COc1ccc(NC(=O)N(C)C[C@@H]2OCCCC[C@@H](C)Oc3ccc(NS(C)(=O)=O)cc3C(=O)N([C@H](C)CO)C[C@@H]2C)cc1	-4	1.8
CC(C)OC(=O)N(C)C[C@H]1OCc2cn(nn2)CCCC(=O)N([C@@H](C)CO)C[C@@H]1C	-7	-0.8&-1.6
Cc1noc(C)c1NC(=O)Nc1ccc2c(c1)C(=O)N(C)[C@H]1CC[C@H](CC(=O)NCc3ccc(Cl)cc3)O[C@@H]1CO2	-1	-0.3
CNC(=O)C[C@@H]1CC[C@@H]2[C@H](COc3ccc(NC(=O)c4cccc(F)c4)cc3C(=O)N2C)O1	-5	28&13
C[C@@H]1CN([C@H](C)CO)C(=O)CCCn2cc(nn2)CO[C@H]1CN(C)S(=O)(=O)c1cn(C)cn1	2	-2.2
COc1cccc(NC(=O)N(C)C[C@H]2OCc3cn(nn3)CCCC(=O)N([C@H](C)CO)C[C@@H]2C)c1	-7	0.0
O=C(C[C@@H]1CC[C@H](NS(=O)(=O)c2ccccc2F)[C@@H](CO)O1)NCCCN1CCOCC1	-4	4.0
COCC(=O)Nc1ccc2c(c1)C(=O)N(C)[C@@H]1CC[C@@H](CC(=O)OC)O[C@H]1CO2	-3	-3.5
CO[C@H]1CN(C)C(=O)c2cc(NC(=O)C3CCCC3)ccc2OC[C@@H](C)NC[C@H]1C	-9	-0.8
C[C@H](CO)N1C[C@H](C)[C@H](CN(C)Cc2cccc(F)c2)Oc2ncc(C3=CCCC3)cc2C1=O	2	-0.5&7.0
O=C(NCC[C@@H]1CC[C@@H](NS(=O)(=O)c2ccccc2)[C@@H](CO)O1)c1cc(Cl)cc(Cl)c1	0	3.4
COC(=O)C[C@H]1CC[C@H]2[C@H](COc3ccc(NC(=O)C4CC4)cc3C(=O)N2C)O1	8	3.1
COC(=O)C[C@@H]1C=C[C@@H](NS(=O)(=O)c2ccc(OC)cc2)[C@@H](CO)O1	4	-3.7
C[C@H](CO)N1C[C@H](C)[C@H](CN(C)S(=O)(=O)c2cccs2)Oc2ncc(Br)cc2C1=O	3	10
CNC[C@H]1OCc2cnnn2CCCC(=O)N([C@@H](C)CO)C[C@@H]1C	3	-0.2
CCCNC(=O)N1C[C@H](O)COC[C@H]2O[C@@H](CC(=O)N[C@@H]3CCN(Cc4ccccc4)C3)CC[C@@H]21	2	-1.4
C[C@H]1CN([C@@H](C)CO)C(=O)CCCn2nncc2CO[C@@H]1CN(C)CC1CC1	-8	-1.8
C[C@H](CO)N1C[C@H](C)[C@@H](CN(C)S(=O)(=O)c2ccc(F)cc2)Oc2ncc(Br)cc2C1=O	-5	-1.6
O=C(C[C@@H]1CC[C@H](NC(=O)Nc2ccc(F)cc2)[C@@H](CO)O1)NCc1cccc(F)c1	11	1.1
C[C@H](CO)N1C[C@H](C)[C@H](CN(C)C(=O)Nc2ccc(F)cc2)Oc2ncc(Br)cc2C1=O	-1	-0.5&6.5
C[C@@H]1CN([C@@H](C)CO)C(=O)CCCn2cc(nn2)CO[C@H]1CN(C)C(=O)Nc1ccc2c(c1)OCO2	-2	0.4
C[C@@H]1CN([C@@H](C)CO)C(=O)CCCn2cc(nn2)CO[C@H]1CN(C)C(=O)Nc1ccc(-c2cccs2)cc1	-6	1.1
CN1CCN(C(=O)C[C@H]2CC[C@H]3[C@@H](COC[C@@H](O)CN3C(=O)C3CCCC3)O2)CC1	-9	-3.4
COC(=O)C[C@@H]1CC[C@H]2[C@@H](COc3ccc(NC(=O)c4ccc(C(F)(F)F)cc4)cc3C(=O)N2C)O1	4	0.7
COc1ccc(NC(=O)Nc2ccc3c(c2)C(=O)N([C@H](C)CO)C[C@H](C)[C@H](CN(C)C)OCCCC[C@@H](C)O3)cc1	2	-1.8
C[C@@H]1CCCCO[C@H](CN(C)S(=O)(=O)c2cn(C)cn2)[C@@H](C)CN([C@H](C)CO)C(=O)c2cc(NC(=O)CCCN(C)C)ccc2O1	-7	0.4
C[C@@H]1CN([C@@H](C)CO)C(=O)CCCn2cc(nn2)CO[C@H]1CN(C)C(=O)c1ccncc1	-5	-1.4&-2.6
COc1cccc(C(=O)Nc2ccc3c(c2)OC[C@H](C)N(C(=O)C2CCCC2)C[C@@H](C)[C@@H](OC)CN(C)C3=O)c1	2	-1.5
C[C@@H]1CN([C@@H](C)CO)C(=O)CCCn2cc(nn2)CO[C@H]1CN(C)C(=O)Nc1ccc(N2CCN(C)CC2)cc1	-8	0.5

Next part:
SMILES	PrPC surface inh	Mtb BioA inh
CCCN1C[C@@H](C)[C@@H](OC)CN(C)C(=O)c2ccc(NC(=O)c3cccc(F)c3)cc2OC[C@H]1C	2	0.4
CCNC(=O)C[C@@H]1CC[C@H]2[C@@H](COC[C@H](O)CN2C(=O)C2CC2)O1	-2	-0.3
CCOC(=O)N(C)C[C@H]1OCc2cn(nn2)CCCC(=O)N([C@@H](C)CO)C[C@@H]1C	2	0.8
CN1C(=O)c2cc(NC(=O)Nc3ccccc3)ccc2OC[C@H]2O[C@@H](CC(=O)NC3CCC3)CC[C@@H]21	-6	0.3
CN(C)C(=O)C[C@H]1CC[C@H]2[C@H](COc3ccc(NC(=O)C4CC4)cc3C(=O)N2C)O1	-2	-1.4
COc1ccc(NC(=O)N(C)C[C@@H]2OCc3cnnn3CCCC(=O)N([C@@H](C)CO)C[C@@H]2C)cc1	2	1.1
CO[C@@H]1CN(C)C(=O)c2ccc(NC(C)=O)cc2OC[C@@H](C)N(C(=O)NC2CCCCC2)C[C@H]1C	3	0.7
COC(=O)C[C@@H]1CC[C@@H]2[C@@H](COc3ccc(NS(=O)(=O)c4ccc(F)cc4)cc3C(=O)N2C)O1	-3	-1.1
C[C@@H]1CN([C@@H](C)CO)C(=O)CCCn2nncc2CO[C@@H]1CN(C)C(=O)C1CC1	0	0.3
C[C@@H]1CCCCO[C@H](CN(C)C(=O)C2CCCCC2)[C@@H](C)CN([C@H](C)CO)C(=O)c2cc(NS(=O)(=O)c3cccs3)ccc2O1	0	-5.1
CN1C(=O)c2cc(NC(=O)Cc3cccs3)ccc2OC[C@@H]2O[C@@H](CC(=O)N[C@H]3CCN(Cc4ccccc4)C3)CC[C@@H]21	-6	-2.1
COc1cccc(NC(=O)N(C)C[C@@H]2OCc3cn(nn3)CCCC(=O)N([C@@H](C)CO)C[C@H]2C)c1	-2	0.5
O=C(C[C@@H]1CC[C@@H]2[C@H](COC[C@H](O)CN2CCC(F)(F)F)O1)NCc1ccc2c(c1)OCO2	7	-0.8
Cn1cnc(CCNC(=O)C[C@H]2CC[C@@H]3[C@H](COC[C@H](O)CN3C(=O)C3CCCC3)O2)c1	-5	0.0
CO[C@@H]1CN(C)C(=O)c2cc(NC(=O)Nc3cc(F)ccc3F)ccc2OC[C@H](C)NC[C@@H]1C	4	2.0
COC(=O)C[C@@H]1CC[C@@H]2[C@H](COc3ccc(NC(=O)c4ccc(F)c(F)c4)cc3C(=O)N2C)O1	-3	3.3

Given comma-delimited: part of the list above
Structure,PrPC surface inh,Mtb BioA inh
CN1C(=O)c2cc(NC(=O)Nc3ccccc3)ccc2OC[C@H]2O[C@@H](CC(=O)NC3CCC3)CC[C@@H]21,-6,0.3
CN(C)C(=O)C[C@H]1CC[C@H]2[C@H](COc3ccc(NC(=O)C4CC4)cc3C(=O)N2C)O1,-2,-1.4
COc1ccc(NC(=O)N(C)C[C@@H]2OCc3cnnn3CCCC(=O)N([C@@H](C)CO)C[C@@H]2C)cc1,2,1.1
CO[C@@H]1CN(C)C(=O)c2ccc(NC(C)=O)cc2OC[C@@H](C)N(C(=O)NC2CCCCC2)C[C@H]1C,3,0.7
COC(=O)C[C@@H]1CC[C@@H]2[C@@H](COc3ccc(NS(=O)(=O)c4ccc(F)cc4)cc3C(=O)N2C)O1,-3,-1.1
C[C@@H]1CN([C@@H](C)CO)C(=O)CCCn2nncc2CO[C@@H]1CN(C)C(=O)C1CC1,0,0.3
C[C@@H]1CCCCO[C@H](CN(C)C(=O)C2CCCCC2)[C@@H](C)CN([C@H](C)CO)C(=O)c2cc(NS(=O)(=O)c3cccs3)ccc2O1,0,-5.1
CN1C(=O)c2cc(NC(=O)Cc3cccs3)ccc2OC[C@@H]2O[C@@H](CC(=O)N[C@H]3CCN(Cc4ccccc4)C3)CC[C@@H]21,-6,-2.1
COc1cccc(NC(=O)N(C)C[C@@H]2OCc3cn(nn3)CCCC(=O)N([C@@H](C)CO)C[C@H]2C)c1,-2,0.5
O=C(C[C@@H]1CC[C@@H]2[C@H](COC[C@H](O)CN2CCC(F)(F)F)O1)NCc1ccc2c(c1)OCO2,7,-0.8
Cn1cnc(CCNC(=O)C[C@H]2CC[C@@H]3[C@H](COC[C@H](O)CN3C(=O)C3CCCC3)O2)c1,-5,0.0
CO[C@@H]1CN(C)C(=O)c2cc(NC(=O)Nc3cc(F)ccc3F)ccc2OC[C@H](C)NC[C@@H]1C,4,2.0
COC(=O)C[C@@H]1CC[C@@H]2[C@H](COc3ccc(NC(=O)c4ccc(F)c(F)c4)cc3C(=O)N2C)O1,-3,3.3

High-throughput results as filed in PubChem.
